# Screening results (PubChem BioAssay)
# Runt-SMMHC FRET = Runt domain-CBFb-SMMHC interaction inhibition | AID 1434 | Cerulean-Runt/Venus-CBFb-SMMHC FRET ratio 530/480, 1 h | 0.74% of 220,000 active | inhibition, % at 20 µM;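 active = mean inhibition across duplicate retests at 20 µM reaching about 50%, limit read from the data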;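 note: 0% = DMSO wells and 100% = wells with excess untagged CBFb-SMMHC; inhibitors lower the FRET ratio by blocking Runt binding to CBFb-SMMHC; some results filed as inactive read as strong as hits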
# Furin inh = inhibitors of human furin | purified furin, fluorogenic substrate cleavage | inhibition, % at 30 µM | 0.061% of 220,000 active | AID 463115; in the data active = inhibition above about 25%; note: inactives centre near -15
# p97 inhibitor = blocks human p97 ATPase activity; P55072; inhibition, % at 8 µM; AID 1481; recombinant p97 ATPase, Kinase-Glo ATP luminescence, 3 h; 0.42% of 220,000 active; in the data active = inhibition above about 15%;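 note: 0% = DMSO vehicle and 100% = wells lacking enzyme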
# Target sequence (P55072 whole entry, looked up): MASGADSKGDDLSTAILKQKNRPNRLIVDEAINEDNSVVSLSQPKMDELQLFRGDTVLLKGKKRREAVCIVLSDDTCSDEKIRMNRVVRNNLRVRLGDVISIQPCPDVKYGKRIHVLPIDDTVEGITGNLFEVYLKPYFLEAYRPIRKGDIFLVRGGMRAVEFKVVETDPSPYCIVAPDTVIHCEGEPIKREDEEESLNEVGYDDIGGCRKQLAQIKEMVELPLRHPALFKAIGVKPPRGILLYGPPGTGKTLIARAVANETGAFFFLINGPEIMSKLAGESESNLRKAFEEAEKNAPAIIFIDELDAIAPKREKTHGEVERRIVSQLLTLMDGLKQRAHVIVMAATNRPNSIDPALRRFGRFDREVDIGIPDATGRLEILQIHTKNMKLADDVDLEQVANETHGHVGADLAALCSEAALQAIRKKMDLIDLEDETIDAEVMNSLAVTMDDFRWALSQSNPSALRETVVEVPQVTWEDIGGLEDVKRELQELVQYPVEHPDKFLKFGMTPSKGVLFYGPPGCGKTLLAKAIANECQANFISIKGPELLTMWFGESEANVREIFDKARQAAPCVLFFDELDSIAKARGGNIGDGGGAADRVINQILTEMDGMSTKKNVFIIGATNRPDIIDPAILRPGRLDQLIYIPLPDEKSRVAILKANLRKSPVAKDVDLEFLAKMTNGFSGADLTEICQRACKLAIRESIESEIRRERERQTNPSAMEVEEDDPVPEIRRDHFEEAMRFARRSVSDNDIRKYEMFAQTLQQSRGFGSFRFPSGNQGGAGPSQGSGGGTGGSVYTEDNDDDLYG
# p47phox inh = blocks human p47phox regulatory protein of NADPH oxidases | p47phox/p22phox peptide binding, fluorescence polarization, 2 h | inhibition, % at 24.7 µM | P14598 | 0.53% of 220,000 active | AID 1274;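 active = inhibition above about 30%, limit read from the data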;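 note: 0% = p47phox with labelled peptide and 100% = labelled peptide alone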
# RBBP9 inh = human RBBP9 hydrolase inhibition; 0.2% of 220,000 active; O75884; inhibition, % at 7.94 µM; recombinant RBBP9, FP-Rh probe fluorescence polarization;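 active = inhibition above the campaign mean of all tested compounds plus 3 SD, cut at about 14% in these data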;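 note: plate controls were DMSO wells with RBBP9 for no effect and wells lacking RBBP9 protein for full effect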
# Target sequence (O75884 whole entry, looked up): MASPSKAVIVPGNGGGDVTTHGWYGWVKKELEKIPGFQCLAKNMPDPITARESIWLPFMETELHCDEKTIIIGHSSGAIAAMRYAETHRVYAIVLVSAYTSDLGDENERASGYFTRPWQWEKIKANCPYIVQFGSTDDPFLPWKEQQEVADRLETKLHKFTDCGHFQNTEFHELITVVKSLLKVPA
#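 Test system – recombinant human RBBP9 · Input – RBBP9 2.5 µM in dispensing solution, pre-mixing · Medium – Tris buffer pH 8.0, NaCl, Pluronic · Schedule – preincubation 30 min plus labeling 45 min at 25 °C · Measured by – fluorescence polarization · Measure – % inhibition · Controls – DMSO and no-protein wells · Replicates – one well per compound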
# Runt-CBFb FRET = blocks binding of human RUNX1 Runt domain to CBFb; 0.46% of 220,000 active; AID 1496; inhibition, % at 20 µM; Cerulean-Runt/Venus-CBFb FRET ratio 530/480, 1 h; Q01196+Q13951;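 active = inhibition over about 50% at 20 µM in the single-dose screen, limit read from the data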;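 note: 0% = DMSO wells and 100% = excess unlabeled CBFb competitor control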
#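 test system = Cerulean-Runt domain fusion protein, energy donor | probe or stimulus = Venus-CBFb binding partner, 100 nM | incubation = two 1 h room-temperature incubations shielded from light | detection = fluorescence energy transfer, 422 nm excitation, 530/480 nm emission | measure = loss of energy transfer signal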
# EBV gp42 inh = inhibitors of Epstein-Barr virus glycoprotein 42; Q1HVG2; Fluorescence polarization binding assay, mP read-out; inhibition, % (tested at 21.74 µM); 0.42% of 220,000 active; in the data active = inhibition above about 50%
# TbHK1 inh = blocks Trypanosoma brucei hexokinase 1 activity. recombinant TbHK1, G6PDH-coupled NADH A340. inhibition, % at 10 µM. 0.11% of 220,000 active;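 active = inhibition of 50% or more in the single-dose primary screen; inactive = inhibition below 50%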
# Calpain2 inh = calpain II (pig) inhibition. purified calpain II, fluorogenic peptide substrate, 30 min. inhibition, % at 16 µM. 0.37% of 220,000 active. AID 1236;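 active = inhibition above about 50%, limit read from the data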
# The depositor's hits bear a star; i = inactive; x = not tested or not shown; [ ] = dose if it differs, or a comment.
Runt-SMMHC FRET	Furin inh	p97 inhibitor	p47phox inh	RBBP9 inh	Runt-CBFb FRET	compound	EBV gp42 inh	TbHK1 inh	Calpain2 inh
-11	-14[20 µM]	2	-103	-4	0	Cc1cc(NC(=O)c2ccc(S(=O)(=O)N3CCOCC3)cc2)nc2c1c(=O)oc1ccccc12	-22	-17	11
-1	-15	4	-2	-6	-8	COc1ccc(/C=N/NC(=O)c2cccc(OC(F)(F)C(F)F)c2)c(OC)c1OC	-22	-17	-3
-9	-1[20 µM]	-4	51*	-13	-1	Cc1ccc(-c2csc(N3N=C(c4ccccc4)/C(=C\c4ccc(N(C)C)cc4)C3=O)n2)cc1	4	2	-27
-5	-21	-3	-10	1	-1	O=C(O)COc1ccccc1/C=N/NC(=O)COc1ccc(-c2ccccc2)cc1	-3	0	5
-4	-17	9	4	-1	0	COc1ccc(CCNC(=O)c2ccc(=O)[nH]n2)cc1OC	-2	-1	-54
8	-7[20 µM]	-1	-7	-3	6	O=C(NNC(=O)c1ccccc1O)c1ccc(Cl)cc1	-9	-6	7
-3	-12	2	-12	2	2	CCCCNC(=O)/C(C#N)=C/c1ccc2c(c1)OCCO2	-11	-40	-9
5	-20	-2	-3	1	2	Cc1ccc(NC(=O)C(NCc2ccccn2)c2ccccc2)cc1 (stereo not given)	-10	-1	-7
1	-19	-1	5	-7	0	CC(=O)c1sc(-c2ccc(Cl)cc2)nc1C	2	-18	4
5	9	7	-1	-4	0	O=C1CC(c2ccc(F)cc2)Sc2nc(-c3ccccc3)c(-c3ccccc3)n21 (stereo not given)	4	-3	-5
-1	-9[20 µM]	6	-44	-1	-2	CCOC(=O)c1c(NC(=O)CSc2nnc(-c3ccco3)o2)sc(C(C)=O)c1C	-56	-9	3
4	11[20 µM]	-5	-3	-8	2	CCOC(=O)c1cnc2c(C(=O)OC)cccc2c1NCCN1CCOCC1	-6	-16	-23
-10	-14[20 µM]	6	-58	-7	-7	O=C(Cc1cccc2ccccc12)N/N=C/c1ccc(Sc2cccc3cccnc23)o1	-55	-30	-417
0	-10	-2	-3	-12	-3	O=C(N=Nc1c(O)[nH]c2ccc([N+](=O)[O-])cc12)c1ccccc1Cl	14	-11	1
-14	-17	5	30*	-10	-3	O=C(N/N=C/c1ccc([N+](=O)[O-])o1)c1cc2c(ccc3ccccc32)o1	60*	-13	-90
-2	-26	0	-6	-7	0	CC(C(=O)Nc1ccc(OCc2ccccc2)cc1)N1CCCC1 (stereo not given)	-4	0	-4
-8	-28	3	7	7	-1	Cc1cc(C(=O)Nc2cccc3ccccc23)n(-c2ccccc2)n1	-8	-6	-49
0	-27	7	2	0	-1	CCn1ncc(Br)c1C(=O)Nc1ccccc1OC	-20	5	-8
-2	-33[20 µM]	3	-9	-5	0	COC(=O)c1cnc(SC)nc1C	-4	2	14
-1	-10	2	-27	-2	-2	Cc1ccc(C(=O)NCCOc2cccc(C)c2)cc1	-2	-3	6
-4	-20[20 µM]	2	2	-8	-1	CC(=O)Nc1c(C)nn(-c2ccc(C)c(C)c2)c1C	-17	-2	-31
2	-18	1	-3	-4	-2	COc1ccc(-n2nc3cc(C)c(NC(=O)CC(C)C)cc3n2)cc1	-8	-9	-85
6	-25[20 µM]	2	-6	-5	-1	CC(C)N(C(=O)N1CCC(c2nc(-c3ccncc3)no2)CC1)C(C)C	-21	1	-6
-6	-29	0	-9	-6	-2	COCc1cc(=O)[nH]c(/N=C(\N)Nc2ccc(Oc3ccccc3)cc2)n1	-6	-2	-3
-4	-22	7	-22	-5	3	CCc1ccc2[nH]c(=O)c(CN(CCN(CC)CC)C(=S)NCc3ccco3)cc2c1	-2	9	-1
0	-7[20 µM]	0	-8	-9	-1	COc1cc(C(=O)N(CCc2ccccc2)C2=CC3CCC(C2)N3C)cc(OC)c1OC (stereo not given)	-10	9	-11
2	-17	5	-8	-1	2	O=C(O)CC(Cc1ccc(Br)cc1)C(=O)O (stereo not given)	7	24	9
-2	-19	-1	-9	-5	-6	CC(C)CCN1C(=O)c2ccc(C(=O)Nc3cccc(S(N)(=O)=O)c3)cc2C1=O	3	0	22
1	-14[20 µM]	1	-2	-11	2	CCC(C)(C(=O)NC1CCCCC1)N(C)C(=O)c1ccc2c(c1)OCO2 (stereo not given)	-18	-4	-15
1	-55	-3	-2	-3	-4	COCCn1cc(C(=O)N2CCCC(C)C2)c2c3ccccc3n(C)c2c1=O (stereo not given)	-18	-22	-128
4	-18	4	-9	-8	3	CCOn1c(=O)c(-c2cccc([N+](=O)[O-])c2)[n+]([O-])c2ccccc21	-15	-11	-41
-1	-1[20 µM]	4	2	-6	-1	Cc1nc2nc(-c3ccc(Cl)cc3)[nH]n2c(=O)c1C	1	-3	-10
-1	-20[20 µM]	1	-11	-2	-2	O=C(NCc1ccccc1)c1cccc(NC(=O)c2ccco2)c1	-15	-1	2
0	-20[20 µM]	4	-14	-6	2	N#C/C(=C\C1CC2C=CC1C2)c1nc2ccccc2[nH]1 (stereo not given)	-6	-6	-16
-2	-26	6	-4	0	0	CCOc1ccccc1N1CCN(S(=O)(=O)CC)CC1	-29	-5	-51
-1	-6	5	-6	-5	0	O=C(O)c1cc(C(=O)C2CCCCC2)c[nH]1	-11	1	-14
1	-15	0	-7	-4	1	CC(Sc1nnc2ccccn12)C(=O)NCc1ccc2c(c1)OCO2 (stereo not given)	-6	-12	-59
0	-15[20 µM]	1	4	6	-5	CCc1ccc(N(C(=O)CNC(=O)c2cccs2)C(C(=O)NC(C)(C)C)c2cc(OC)c(OC)c(OC)c2)cc1 (stereo not given)	-54	3	-19
4	-13[20 µM]	0	-21	-12	-3	CC(=O)Oc1cc2c(cc1Cl)C1(CC(c3ccccc3Cl)O2)CC(C)(C)NC(=S)N1 (stereo not given)	-10	-15	-174
0	-11	-2	-11	-8	0	C=CCSc1nc2c(c(=O)[nH]c(=O)n2C)n1Cc1ccc(C)cc1	-7	1	-7
-4	-18	1	-12	-9	0	CC(C)C(=O)Nc1ccc(C(=O)Nc2ccc(Br)cc2F)cc1	2	-5	-23
3	-12[20 µM]	-13	-3	-4	0	Cc1cccc(NC(=O)c2cc3ccccc3o2)c1	0	4	21
0	-14[20 µM]	1	-6	19*	0	COc1ccc2c(c1)CC(C1(O)C(=O)Nc3ccccc31)C2=O (stereo not given)	-6	-4	10
0	6	-7	1	-3	21	Cn1cnnc1Sc1cc(N2CCN(S(=O)(=O)c3ccccc3)CC2)ccc1[N+](=O)[O-]	6	-2	13
-5	-2	-1	-3	-13	0	CCCCC1NC(=S)N(C2CCCCC2)C1=O (stereo not given)	5	34	19
-8	-10[20 µM]	1	8	-4	1	CCOc1cc(S(=O)(=O)N2CCN(CC)CC2)ccc1Cl	-9	0	-6
0	-15[20 µM]	-1	-9	3	2	CCCCCCCC(=O)OC(CN1CCCCC1)CN1CCCC1=O (stereo not given)	-12	-6	-43
2	-24	x	-3	x	1	CN1CCC(=O)N([C@H](CSc2ccc(Br)cc2)c2ccccc2)CC1	-9	-6	-6
-1	18	2	-29	-2	1	CCN(CC)CCOc1ccc2c(c1)C(=NNC(=O)c1ccccn1)c1cc(OCCN(CC)CC)ccc1-2	-31	-29	11
-2	-22[20 µM]	-3	-14	0	1	CC1(C)Cc2nc(N3CCOCC3)c(C#N)cc2CO1	-3	-4	-389

# Three compounds from above, sorted by SMILES length, falling.
Runt-SMMHC FRET	Furin inh	p97 inhibitor	p47phox inh	RBBP9 inh	Runt-CBFb FRET	compound	EBV gp42 inh	TbHK1 inh	Calpain2 inh
0	6	-7	1	-3	21	Cn1cnnc1Sc1cc(N2CCN(S(=O)(=O)c3ccccc3)CC2)ccc1[N+](=O)[O-]	6	-2	13
-2	-22[20 µM]	-3	-14	0	1	CC1(C)Cc2nc(N3CCOCC3)c(C#N)cc2CO1	-3	-4	-389
3	-12[20 µM]	-13	-3	-4	0	Cc1cccc(NC(=O)c2cc3ccccc3o2)c1	0	4	21

# Other results.
Runt-SMMHC FRET	Furin inh	p97 inhibitor	p47phox inh	RBBP9 inh	Runt-CBFb FRET	compound	EBV gp42 inh	TbHK1 inh	Calpain2 inh
5	-20	5	-1	0	-1	Cc1cccc(NC(=O)CSc2nnc(-c3ccc(S(=O)(=O)N4CCCC4)cc3)o2)c1	-21	-9	-4
2	-25	7	5	-1	-2	COC(=O)CN(c1ccc(Cl)cc1C)S(C)(=O)=O	-18	-5	-14
-1	-22	-1	-13	-8	-4	COc1ccc(OCc2nc(N)nc(Nc3cccc(C)c3C)n2)cc1	-18	-2	-8
-1	0	-5	-3	-1	-1	Cc1ccc(NC(=O)CN(C)C(=O)/C=C/c2cccc(F)c2)cc1	-11	11	25
-2	-6	0	-2	-10	0	Cc1cc(NC(=O)CSc2nnc(C)n2-c2ccccc2C)no1	-4	4	31
-2	-14[20 µM]	2	4	-5	2	C=CCn1c(SCC(=O)N(C)C2CCS(=O)(=O)C2)nnc1-c1ccncc1 (stereo not given)	-14	3	3
-9	-11	-1	-9	-6	-9	COc1ccnc(Oc2ccccc2)c1C(=O)N/C=N/OCc1ccc(F)cc1Cl	-6	-6	11
0	-22	-1	-1	1	-5	CCCCCn1c(=O)c(-c2nc3ccccc3[nH]2)c(O)c2ccccc21	-13	-5	-36
1	-26	10	-6	-1	0	O=C(CNc1ccc(Br)cc1)NNC1=NCCC1	-11	3	-6
-5	-26	x	4	x	-1	Nc1ccc2nc3n(c(=O)c2c1)CCC3	-2	-11	-393
9	-15	6	-6	-11	16	S=c1[nH]nc(-c2ccc3ccccc3n2)n1-c1ccccc1	1	-12	8
2	-15	-7	0	-11	0	CCOC(=O)CC(=O)CSc1nc2ccccc2c(=O)n1-c1ccc(C(=O)N2CCOCC2)cc1	-4	-4	19
79*	-48	2	-5	6	21	Cn1c(C(=O)N2CCc3ccccc3C2)cc2c(=O)n3ccccc3nc21	-10	32	i
7	5[20 µM]	0	-6	-5	8	S=c1[nH]ncn1/N=C/c1ccc(N2CCOCC2)cc1	-11	-63	-94
1	-13	2	-7	-2	0	COCCn1c(-c2ccc(Br)cc2)csc1=Nc1cccnc1	-15	0	29
-3	-17[20 µM]	7	-13	-7	1	CCOC(=O)C1(C(=O)O)NC(=O)CC1c1ccccc1 (stereo not given)	-13	7	-29
-27	-23	2	-25	-4	-12	O=C(NCCN1CCN(c2ccccc2)CC1)c1cccn2c(=O)c3ccccc3nc12	9	-19	-111
-1	-11	-9	1	-1	-6	C=CCn1cc(C(=O)NCC2CCCO2)c(=O)c2cc(S(=O)(=O)N3CCCCCC3)ccc21 (stereo not given)	11	-13	-2
0	-12[20 µM]	3	-4	1	-3	Cc1ccccc1NC(=O)CSc1nc(N2CCCCC2)nc(N2CCCCC2)n1	-9	0	10
4	16	-1	-5	-2	17	CC(=O)/C(C#N)=C1\NC(=O)C(Cc2ccccc2C)S1 (stereo not given)	-8	-36	15
-5	1	7	18	-7	1	O=C(CN1C(=O)COc2ccc(S(=O)(=O)N3CCCC3)cc21)N1CCCC1	-21	-3	7

# Some entries already given, reduced to RBBP9 inh and Calpain2 inh.
structure | RBBP9 inh | Calpain2 inh
CCOC(=O)CC(=O)CSc1nc2ccccc2c(=O)n1-c1ccc(C(=O)N2CCOCC2)cc1 | -11 | 19
Cn1c(C(=O)N2CCc3ccccc3C2)cc2c(=O)n3ccccc3nc21 | 6 | i
S=c1[nH]ncn1/N=C/c1ccc(N2CCOCC2)cc1 | -5 | -94
COCCn1c(-c2ccc(Br)cc2)csc1=Nc1cccnc1 | -2 | 29
CCOC(=O)C1(C(=O)O)NC(=O)CC1c1ccccc1 (stereo not given) | -7 | -29
